# TDP1 block: qHTS Assay for Inhibitors of Tyrosyl-DNA Phosphodiesterase (TDP1); recombinant TDP1, AlphaScreen DNA substrate cleavage; Potency, µM (titrated, usually from 130 µM), without a hit: at the top dose activity change, negative = inhibition, most hits filed as inhibitors; 350,000 tested, 0.28% active; AID 485290, 2010; also: nearly all actives have a fitted effect of over 40% in size
# Target sequence (Q9NUW8 whole entry, looked up): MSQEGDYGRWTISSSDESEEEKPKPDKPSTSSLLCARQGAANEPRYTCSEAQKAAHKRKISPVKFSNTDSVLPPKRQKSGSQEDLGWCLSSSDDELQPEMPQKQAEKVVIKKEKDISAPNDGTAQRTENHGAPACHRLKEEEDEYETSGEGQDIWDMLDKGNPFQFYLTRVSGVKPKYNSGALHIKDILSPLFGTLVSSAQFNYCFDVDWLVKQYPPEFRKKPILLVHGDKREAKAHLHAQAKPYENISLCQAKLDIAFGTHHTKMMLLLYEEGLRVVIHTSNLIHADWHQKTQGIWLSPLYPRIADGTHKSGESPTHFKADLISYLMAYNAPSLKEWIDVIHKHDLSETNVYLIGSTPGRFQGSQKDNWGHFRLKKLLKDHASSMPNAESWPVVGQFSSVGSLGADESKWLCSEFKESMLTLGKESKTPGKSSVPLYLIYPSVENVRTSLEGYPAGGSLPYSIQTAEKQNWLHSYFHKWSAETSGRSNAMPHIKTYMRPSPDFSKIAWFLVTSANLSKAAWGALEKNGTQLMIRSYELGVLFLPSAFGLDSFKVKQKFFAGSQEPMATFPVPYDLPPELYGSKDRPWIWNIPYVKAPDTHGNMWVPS
#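 Steps: enzyme plus compound, 15 min RT; add biotin/phosphotyrosine-FITC oligonucleotide (15 nM final), react 5 min; add donor/acceptor beads (10 ug/ml final), 10 min; read AlphaScreen. Tdp1 at 1 nM final.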
# TDP1 cell CPT: qHTS for Inhibitors of human tyrosyl-DNA phosphodiesterase 1 (TDP1): qHTS in cells in presence of CPT; chicken DT40 Tdp1-/-;hTDP1 cells + 20 nM CPT, ATP luminescence, 48 h; Potency, µM (series often up to 46.2 µM), for the others: at the highest dose activity change, negative = growth inhibition, most hits filed as inhibitors; 420,000 tested, 12% active; AID 686979, 2013; also: nearly all actives have a fitted effect of over 55% in size
#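 Chicken DT40 Tdp1-/- cells stably complemented with human TDP1 were seeded at 400 cells/well in medium containing 20 nM camptothecin, exposed to pin-transferred compounds, and grown at 37 °C for at least 48 hr. Viability was read as ATP luminescence.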
# TDP1 cell noCPT: qHTS for Inhibitors of human tyrosyl-DNA phosphodiesterase 1 (TDP1): qHTS in cells in absence of CPT. 420,000 tested, 15% active. DT40 Tdp1-/- hTDP1 cells, no CPT, ATP luminescence, 48 h. Potency, µM (highest dose often 46.2 µM), for inactives: at the highest dose activity change, negative = growth inhibition, hits mostly inhibitors; also: nearly all actives have a fitted effect of over 55% in size
#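 Readout: luminescence from CellTiter-Glo after 30 min in the dark at RT. Cells: DT40 Tdp1-/- with stable hTDP1, 400/well. Exposure: compounds alone, ≥48 hr, 37 °C.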
# Active calls of the source: *; ? = inconclusive; . = not tested or not shown; & = joins results of further samples; [ ] = dose if it differs, or a comment. Calls follow the shape of the dose curve; as a rule, active = well fitted curve in the direction sought with a large enough effect; inconclusive = small, poorly fitted or top-dose-only effect, or another doubt; inactive = no such curve, though single readings can be large; an effect the other way counts as inactive or inconclusive. % is scaled to controls: 0 for no effect and ±100 for the full control effect; potency is read from the fitted curve at half-maximal effect.
# Results follow in this order: TDP1 block	TDP1 cell CPT	TDP1 cell noCPT
CCC(Sc1nc2ncccc2[nH]1)C(=O)NCCc1ccccc1 (stereo not drawn)
 : .	-20%	-1%
Cc1onc(C(=O)N2CCC(Cc3ccccc3)CC2)c1[N+](=O)[O-]
 : 4%	?	?
COc1ccc(Cc2c(C(C)(C)C)nc3c(C)cc(Br)cn23)c(C)c1
 : .	18µM*	23µM*
CN(C)c1ccc(CNC(=O)c2cccn2-c2nnc(N3CCCCC3)s2)cc1
 : 5%	18µM*	16µM*
Cc1ccc(C(=O)N/C(=C\c2ccco2)C(=O)NCCCn2ccnc2)cc1C
 : -6%	-13%	-6%
CCOc1ncccc1C(=O)OCC(=O)Nc1ccc(C(C)C)cc1
 : -2%	1%	?
Cc1ccc(/C=C/c2onc(C)c2S(=O)(=O)N2CCC(C(=O)Nc3cccc(C#N)c3)CC2)cc1
 : 1%	3.3µM*	3.7µM*
CCCCn1c(N)c(N(CC(C)C)C(=O)c2ccc([N+](=O)[O-])o2)c(=O)[nH]c1=O
 : 1%	-8%	-12%
COc1ccc(NC(=O)CCc2c(C)nn(-c3ccc(N4CCCCC4)nn3)c2C)cc1Cl
 : 8%	?	?
Cc1ccnc(NS(=O)(=O)c2ccc(NC(=O)c3oc4ccc(F)cc4c3C)cc2)n1
 : 4%	-8%	16%
O=S(=O)(c1cccc2nsnc12)N1CCN(C/C=C\c2ccccc2)CC1
 : 9%	-23%	-19%
O=C(Cn1c(C(F)(F)F)nc2ccccc21)NCCN1CCCC1
 : 0%	-27%	1%
O=C(CNCc1ccccc1)Nc1cccc(Cl)c1Cl
 : .	0%	12%
CCn1cc(C=C2C(=O)c3ccccc3C2=O)c2ccccc21
 : 5%	-7%	?
Cc1cccc(OCC(=O)Nc2cccc(O)c2)c1
 : 3%	0%	-6%
CC(C)C(=O)OCC(=O)Nc1ccc2c(c1)CCC2
 : 5%	-9%	1%
COCCN1Cc2cccc(C(=O)Nc3cc(OC)ccc3OC)c2C1=O
 : 7%	?	?
Cc1ncc(CN2CCN(C(C)C)C(CCO)C2)s1 (stereo not drawn)
 : 4%	-3%	2%
C/C(CCc1ccccc1)=N\NC(=O)c1ccccc1
 : 4%	3%	19%
CCN1CCN(C(=O)c2cc(S(=O)(=O)Nc3ccc(S(C)(=O)=O)cc3)ccc2Cl)CC1
 : 5%	27%	-9%
CCc1ccc(-n2c(=O)c3cccnc3n2CC(=O)Nc2ccccc2C(F)(F)F)cc1
 : .	?	?
COC(=O)c1ccc2nc(-c3ccc(OC)c(OC)c3)c(Cc3ccc(C)cc3)n2c1
 : .	?	21µM*
C[C@@H]1[C@H](c2ccccc2)Oc2ccc(Cl)cc2S(=O)(=O)N1CC1CCCN1C(=O)OC(C)(C)C (stereo partly drawn)
 : .	?	?
Cc1ccc(CC(=O)N(C)CC(=O)Nc2ccc(N3CCOCC3)cc2)cc1C
 : .	13µM*	-20%
Cc1ccc(-c2nc3c(Cl)cc(C(F)(F)F)cn3c2Cc2cccc(F)c2)cc1
 : .	?	?
CC(=O)Nc1nonc1-c1nc2ccccc2n1Cc1ccccc1Br
 : 7%	16µM*	15µM*
CCOc1nc(Nc2ccc(OC)cc2)nc(N2CCOCC2)n1
 : 0%	-2%	5%
Oc1ccccc1C1=Nc2ccccc2N=C(c2cccs2)C1
 : -9%	-11%	-8%
C=CCOc1ccc(C2NC(=S)NC3=C2CCc2ccccc23)cc1 (stereo not drawn)
 : 11%	?	?
NNC(=O)c1cccc(Cn2cc(Br)c([N+](=O)[O-])n2)c1
 : 1%	?	?

# Next part
# Results follow in this order: TDP1 block	TDP1 cell CPT	TDP1 cell noCPT
FC(F)(F)c1cccc(-n2cccc2/C=N/n2cnnc2)c1
 : 4%	-9%	-16%
O=C(O)COc1ccc(C=C2SC(=S)N(c3ccccc3)C2=O)cc1
 : .	-4%	-10%
Clc1ccc(CN2CCSCC2)cc1Cl
 : .	-4%	3%
CCC(C)NC(=O)C1CCN(S(=O)(=O)c2ccc(Br)s2)CC1 (stereo not drawn)
 : 8%	7%	-29%
CCOC(=O)c1cnc2c(-c3ccc(Cl)cc3)c(C)nn2c1N
 : 1%	-22%	-4%
CC(=O)NC(C)(c1ccccc1)c1nc(-c2cnc3ccccc3c2)cs1 (stereo not drawn)
 : .	?	15µM*
Cc1cc(OCC(F)(F)C(F)(F)C(F)(F)C(F)F)nc(N)n1
 : 4%	-15%	-19%
CCN(c1ccccc1)S(=O)(=O)c1ccc(NC(=O)c2cc(=O)c3cc(C)ccc3o2)cc1
 : 1%	-9%	-7%
COc1cccc(C(=O)Oc2c(Br)cc(Br)cc2/C=N/NC(=O)c2cc(C)[nH]n2)c1
 : -4%	6.5µM*	9.2µM*
Cc1ccnc(NC(=S)NC(=O)c2cncc(Br)c2)c1
 : -5%	?	-11%
COc1ccc(C2C(C(=O)O)CC(=O)N2c2ccc(OC)cc2)cc1 (stereo not drawn)
 : 3%	11%	-5%
CCn1c(-c2ccccc2F)nc2cc(NC(C)=O)cc(C(=O)N(C)Cc3cn(C)nc3C)c21
 : .	24%[9.04 µM]	-14%
CCc1nnc(NC(=O)CSc2nc3c([nH]c4ccccc43)c(=O)n2-c2ccc(C)cc2)s1
 : -2%	-22%	-20%
COc1ccc(-c2noc(N3CCC(C(=O)Nc4cc(OC)ccc4OC)CC3)n2)cc1
 : .	21µM*	21µM*
CC(C)N(C(=O)Cn1c(SCC(=O)NCc2ccc3c(c2)OCO3)nc2ccccc21)C(C)C
 : 0%[56.1 µM]	-27%	?
CCOC(=O)c1c(-c2ccc(OC)cc2)csc1/N=C/N(C)C
 : 4%	-18%	26µM*
CC1CCCN(C(=O)COC(=O)CSc2ccc(C(N)=O)cc2[N+](=O)[O-])C1 (stereo not drawn)
 : -1%	-4%	-19%
CN1CCN(C2=C(NS(=O)(=O)c3ccccc3)C(=O)c3ccccc3C2=O)CC1
 : 5%	23µM*	?
Cc1cccc(N2CCN(C(=O)c3ccccc3SCC(=O)N3CCCC3)CC2)c1C
 : 4%[56.1 µM]	9.2µM*	13µM*
COCCN(C)C(=O)CCc1nnc(Cc2ccc(-c3ccccc3)cc2)o1
 : 6%	-16%	?
COc1ccc(N2CCN(C(=O)CSc3ccc([N+](=O)[O-])cc3)CC2)cc1
 : 5%	?	23µM*
O=c1[nH]c(CN2CCCCC2)ccc1O
 : .	-3%	-1%
CCC(=O)N(Cc1ccc2c(c1)OCO2)Cc1cc2cc(OC)ccc2[nH]c1=O
 : 2%	-27%	?
COc1ccc(C(CNC(=O)COc2cc(C)c(Cl)c(C)c2)N2CCCCC2)cc1 (stereo not drawn)
 : 3%&2%	23µM*	16µM*
CCC(CC)CN1C(N(C)C)=NC[C@@H]1CC(C)C
 : -10%	16µM*	18µM*
CCNC(=O)NC(=O)C(C)OC(=O)c1cccn1C (stereo not drawn)
 : 9%	-12%	-12%
CCSc1nc(N)c(C#N)c(-c2ccco2)c1C#N
 : -2%[56.1 µM]	?	?
Cc1ccc(S(=O)(=O)N[C@H](C(=O)OCC(=O)NC(=O)NCc2ccco2)C(C)C)cc1
 : -17%	-21%	?
Fc1ccccc1/C=N/Nc1ncnc2nc[nH]c12
 : 1%	-6%	-26%
O=C(O)CC/C(=N\NC(=O)c1ccccc1)c1cccs1
 : 4%	9%	7%

# Reprinted at random: 3 records from the list, in no set order.
# Results follow in this order: TDP1 block	TDP1 cell CPT	TDP1 cell noCPT
Cc1cc(OCC(F)(F)C(F)(F)C(F)(F)C(F)F)nc(N)n1
 : 4%	-15%	-19%
CCC(=O)N(Cc1ccc2c(c1)OCO2)Cc1cc2cc(OC)ccc2[nH]c1=O
 : 2%	-27%	?
COc1cccc(C(=O)Oc2c(Br)cc(Br)cc2/C=N/NC(=O)c2cc(C)[nH]n2)c1
 : -4%	6.5µM*	9.2µM*

# (continued)
# Results follow in this order: TDP1 block	TDP1 cell CPT	TDP1 cell noCPT
N#Cc1ccccc1S(=O)(=O)N1CCN(CC(O)COc2ccccc2F)CC1 (stereo not drawn)
 : .	-4%	-10%
CC1=C(c2ccc(C)c(C)c2)S(=O)(=O)N(Cc2ccc(C(=O)NCc3cccc(C)c3)cc2)C1=O
 : 3%	?	?
COc1ccc(-n2cnnc2SCC(=O)N2CCN(S(=O)(=O)c3ccccc3)CC2)cc1
 : 8%	0%	-23%
COc1cc(Cl)c(C)cc1NC(=O)CCc1nc2cccnc2n1-c1ccccc1
 : 9%	?	?
NS(=O)(=O)c1ccc(N/N=C/c2ccccc2C(=O)O)c([N+](=O)[O-])c1
 : 4%	5%	4%
CC(C)CCNC(=O)c1ccc2c(c1)N(Cc1ccccc1F)C(=O)c1ccccc1S2=O (stereo not drawn)
 : -1%	?	21µM*
Cc1ccc(CNc2nc3cc(-c4ccccc4)sc3c(=O)n2C)c(C)c1
 : .	16µM*	-25%
CCNC(=S)N1CCN(c2nc(-c3ccc(F)cc3)cs2)CC1
 : 5%	?	?
CCOC(=O)c1cccc(NC(=O)c2cc3c(Cl)nc4ccc(C)cc4c3s2)c1
 : 1%	?	?
Cc1ccc2nc(CN(C)C(=O)[C@H]3O[C@@H](n4ccc(N)nc4=O)[C@H](O)[C@@H]3O)[nH]c2c1
 : .	4%	7%
Nc1nc(SCc2ccccc2)n[nH]1
 : 5%	-12%	-20%
O=C(Cc1ccccc1F)c1ccc(O)cc1O
 : -4%	4%	0%
O=C(NCC(=O)N1CCC2(CC1)NCCc1[nH]cnc12)c1ccc2ccccc2c1
 : 5%	-9%	23%
CCC(C)n1c(=O)c2sccc2n2c(CCCC(=O)Nc3ccc(F)cc3)nnc12 (stereo not drawn)
 : 3%	?	?
CCCCC/C=C\C/C=C\CCCCCCCC(=O)O
 : 4%&4%&11%&16%	-12%[4.12 µM]	-12%[4.12 µM]
O=C(N/N=C/c1cccnc1)c1ccc(O)cc1
 : .	4%	?
O=C(c1ccc2nc(Cc3ccccc3F)oc2c1)N1CCCC1
 : 3%	-29%	2%
CCOC(=O)N1CCc2c(sc3c2c(=O)n(-c2ccc(CC)cc2)c(=O)n3CC(=O)NCC2CCCO2)C1 (stereo not drawn)
 : 6%	4.6µM*	1.3µM*
COc1ccc(C(=O)O/N=C2\CCS(=O)(=O)c3sccc32)cc1
 : -3%	1%	5%
CNc1nc(OC)nc(N(C#N)CN2C(=O)c3ccccc3S2(=O)=O)n1
 : 0%	15µM*	16µM*
CN(CC(=O)Nc1ccccc1Cl)C(=O)COC(=O)c1ccccc1[N+](=O)[O-]
 : .	0%	-16%
Cc1cccc(N2CCN(C(=O)c3ccc(CS(=O)c4cccc(Cl)c4)o3)CC2)c1C (stereo not drawn)
 : 3%	0.82µM*	0.92µM*
Cc1[nH]c(=O)[nH]c(=O)c1S(=O)(=O)N1CCC(C(=O)NC(C)c2ccccc2)CC1 (stereo not drawn)
 : 5%	-29%	-16%
CSc1ccc(CN(C)CC(=O)NCc2ccc(F)cc2)cc1
 : 0%	-2%	-15%
CCOC(=O)c1cc(-c2ccccc2)n(CC(=O)N2CCCC2)c1C
 : -1%	-29%	-15%
COC(=O)c1ccccc1NC(=O)Nc1nnc(N2CCCCC2C)s1 (stereo not drawn)
 : 0%	-22%	-21%
CC1C(c2ccccc2)=[N+]([O-])C2(CCCC2)N1O (stereo not drawn)
 : -7%	-5%	-2%
COc1ccc(-n2c(SCC(=O)Nc3cc(C(=O)O)ccc3C)nc3ccccc3c2=O)cc1Cl
 : 0%	?	?
O=C(Nc1cccnc1)Nc1ccc(Br)cc1Cl
 : 5%	?	?
CSc1ccccc1-c1cnc2cccnn12
 : .	-19%	-28%

# Other results follow.
# Results follow in this order: TDP1 block	TDP1 cell CPT	TDP1 cell noCPT
Cc1ccc(-c2nnc3ccccc3c2C(=O)Nc2cccc(C(F)(F)F)c2)cc1
 : 3%	-7%	-7%
CC1CCCCN1Cc1nc2c(c(=O)n(C)c(=O)n2C)n1CCCc1ccccc1 (stereo not drawn)
 : .	?	?
CC(CN1CCOCC1)OC(=O)c1cccc(Cl)c1 (stereo not drawn)
 : 3%	1%	12%
Cc1ccccc1C(=O)c1c[nH]c(C(=O)N2CCN(c3ccccc3F)CC2)c1
 : 3%	18µM*	15µM*
Cc1ccc(-n2cc(CCCCCCCCC(=O)O)nn2)cc1
 : .	-2%&-7%	9%&-6%
CC(C)(C)N(Cc1ccccc1)C(=O)COC(=O)C1CC1
 : 0%	-6%	-21%
Cc1ccc(-c2cc3ncc(C(=O)c4cc(Cl)c(C)cc4O)cn3n2)cc1
 : 6%	-11%	-24%

# Compound activity as filed in PubChem.

# Compounds as they come; overall some 18% were active at least once.
